All columns: NCI-60 one-dose screen, growth in % after 48 h at 10 µM unless noted; 100 = growth as untreated, 0 = no growth, -100 = all killed.
PC-3: PC-3 prostate cancer cells | hit rate 3.9% among 80,000 | AID 1794754
SF-295: SF-295 CNS cancer cells. hit rate 5.6% among 79,000. AID 1794758
SF-539: SF-539 CNS cancer; hit rate 6.8% among 81,000
SF-268: SF-268 CNS cancer cells; hit rate 3.1% among 82,000
HCC-2998: HCC-2998 colon cancer; hit rate 4.7% among 79,000
SNB-75: SNB-75 CNS cancer. hit rate 5% among 79,000. AID 1794750
U251: U251 CNS tumor cells. hit rate 5.4% among 80,000. AID 1794753
SNB-19: SNB-19 CNS cancer cells; hit rate 2.5% among 81,000
Numbers without * were called inactive; / = not tested or not shown; & = joins results of further samples; [ ] = another dose, or the depositor's remark. The calls were made as follows: active = growth percent below 10; inactive = the rest.

1: C[C@]12C[C@H](c3ccc(OS(N)(=O)=O)cc3)C3=C4CCC(=O)C=C4CC[C@H]3[C@@H]1CC[C@@]2(O)C(F)(F)C(F)(F)F
2: Nc1c(Br)cc2c(c1Br)Cc1cc([N+](=O)[O-])ccc1-2
3: COc1cccc(-c2nc3sccn3c2-c2ccnc(NCCNS(=O)(=O)c3cccc4ccccc34)n2)c1
4: CC(=O)C1=C(C)NC(NNC(=O)Nc2ccc(Cl)cc2)=NC1c1ccc(Cl)cc1 (stereo not drawn)
5: Nc1ccc(-c2nc3ccc(Cc4ccc5nc(-c6ccc(N)cc6)[nH]c5c4)cc3[nH]2)cc1
6: Cc1ccc(O)c(Cc2ccc(Br)cc2)c1
entry no.,1,2,3,4,5,6
PC-3,79,88,69,101,27,92
SF-295,103,117,/,105,/,118
SF-539,103,99,104,105,97,111
SF-268,91,103,87,102,79,97
HCC-2998,97,104,90,127,68,102
SNB-75,103,75,/,/,28,88
U251,88,95,93,107,52,84
SNB-19,103,95,104,98,48,103

7: CCCCCCCC/C=C\CCCCCCCCCCCCOc1ccc(CCOP(=O)(O)OCC[N+](C)(C)C)cc1
8: O=C(O)CCSc1nc2ccccc2s1
9: COC(=O)C(=[N+]=[N-])C(=O)c1ccc([N+](=O)[O-])cc1
10: Nc1c(C(=O)Nc2cccc3ccccc23)sc2nc3c(cc12)CCCCCC3
11: CC1(C)CC(=O)C([C@H](c2ccc(Cl)cc2)N2c3ccccc3Sc3ccccc32)C(=O)C1
12: O=C(Nc1ccc(F)cc1)Nc1nc2ccc([N+](=O)[O-])cc2s1
entry no.,7,8,9,10,11,12
PC-3,84,107,69,35,69,18
SF-295,93,99,100,24,96,-46*
SF-539,100,96,99,-0.2*,85,7.1*
SF-268,87,104,100,46,93,18
HCC-2998,117,101,103,43,90,12
SNB-75,92,82,90,11,69,-17*
U251,91,92,91,14,95,6.5*
SNB-19,89,/,97,28,105,15

13: COc1ccc(Cc2nnc(SCC(=O)Nc3ccc(Cl)cc3)n2-c2ccccc2)cc1
14: CC1(C)NC2=C(C(Nc3cccnc3)N1)C(c1ccc(Br)cc1)C(C(=O)c1ccc(N=[N+]=[N-])cc1)O2 (stereo not drawn)
15: Clc1ccc2c(OCCCN3CCOCC3)c3oc4ccc(Cl)cc4c3nc2c1
16: Fc1ccc2[nH]cc(-c3nc(-c4ccc5ccccc5c4)cs3)c2c1
17: CC[C@]12C=CCN3CC[C@@]4(c5cc(C#CCNc6ccc(C)c(Nc7nccc(-c8cccnc8)n7)c6)c(OC)cc5N(C)[C@H]4[C@@](O)(C(=O)OC)[C@@H]1OC(C)=O)C32 (stereo partly drawn)
18: CC(C)=NOC(=O)Nc1ccc(Cl)cc1
entry no.,13,14,15,16,17,18
PC-3,55,100,93,88,38,87
SF-295,100,103,79,95,40,80
SF-539,100,99,89,96,9.0*,96
SF-268,87,104,91,99,58,69
HCC-2998,107,102,90,91,41,102
SNB-75,92,97,90,96,78,92
U251,96,95,88,95,41,94
SNB-19,97,91,74,99,48,100

19: C/C(=C(/c1ccc(Cl)cc1)c1ccc(OCCN(C)C)cc1)c1ccc(Cl)cc1
20: CC1(O)c2ccccc2-c2ccccc21
21: Cc1[nH]c(C(=O)Nc2ccccc2OCc2cccc(C(=O)NCCN)c2)c(Cl)c1Cl
22: Oc1ccccc1-c1nc2ccccc2[nH]1
23: CCC(C)[C@@H]1NC(=O)[C@@H]2CCCN2C(=O)[C@H](Cc2ccccc2)NC(=O)[C@H](CC(N)=O)NC(=O)[C@H](C(C)CC)NC(=O)[C@@H]2CCCN2C(=O)[C@H](Cc2ccccc2)NC1=O (stereo partly drawn)
24: CCOC(=O)c1cc(-c2nc3ccccc3s2)c(=O)n(NS(=O)(=O)c2ccc(Cl)cc2)c1N
entry no.,19,20,21,22,23,24
PC-3,99,88,80,85,96,95
SF-295,94,114,88,89,/,98
SF-539,96,94,85,85,100,99
SF-268,106,97,68,93,108,97
HCC-2998,102,102,84,100,108,108
SNB-75,84,92,86,/,91,78
U251,105,102,4.7*,83,/,99
SNB-19,116,97,58,99,105,99

25: Cc1c2ncccc2nc2[nH]c3ccc(OCCN(C)C)cc3c12
26: O=C(O)CC1Sc2ccccc2NC1=O (stereo not drawn)
27: COc1ccc(OC)c([N+](=O)[O-])c1
28: COc1ccc(Cl)cc1C(C)=O
29: COc1ccc(/C=N/C2=C(C#N)C(c3ccccc3[N+](=O)[O-])c3ccc4ccccc4c3O2)cc1 (stereo not drawn)
30: C#Cc1cccc(Oc2ccc(NC(=O)C=C)cc2)c1
entry no.,25,26,27,28,29,30
PC-3,12,92,105,102,72,109[8.25 µM]
SF-295,32,104,111,101,95,89[8.25 µM]
SF-539,39,145,113,101,97,84[8.25 µM]
SF-268,31,100,114,96,87,86[8.25 µM]
HCC-2998,53,106,106,98,106,108[8.25 µM]
SNB-75,63,94,111,102,61,42[8.25 µM]
U251,20,103,100,109,101,75[8.25 µM]
SNB-19,15,108,101,103,97,75[8.25 µM]

31: O=S(=O)(O)c1cccc2cc(Nc3ccccc3)cc(Nc3ccccc3)c12
32: O=S(=O)(NCCCNc1nccc(-n2ccc3cccnc32)n1)c1cccc(C(F)(F)F)c1
33: N#Cc1c(NC(=O)c2ccc([N+](=O)[O-])o2)[n+]([O-])c2ccc(F)cc2[n+]1[O-]
34: COc1cccc(/C=C/C(=O)c2cc3c(N)c(C(=O)Nc4cccc5ccccc45)sc3nc2C)c1
35: O=C(O)c1ccccc1C(=O)c1ccccc1
36: Cc1c(C(=O)Nc2ccc(C(=O)N3CCOCC3)cc2)nnn1-c1ccccc1
entry no.,31,32,33,34,35,36
PC-3,82,103,89,28,104,99
SF-295,104,112,98,15,103,117
SF-539,100,109,88,-67*,105,97
SF-268,98,95,103,15,113,101
HCC-2998,99,119,/,-24*,114,113
SNB-75,81,/,91,-16*,69,100
U251,102,98,100,-11*,105,100
SNB-19,112,102,95,-19*,98,106

37: O=C(CSc1nnc(/C=C\c2ccco2)c(=O)[nH]1)c1ccc(Cl)cc1
38: N#C/C(=C(/O)CCCO)c1nc2ccccc2c(=O)[nH]1
39: N#Cc1cn(Cc2ccc(Cl)cc2Cl)c(C(=O)c2ccccc2)c1N
40: CC1=CC2ON(C(=O)c3ccccc3)C1C1C(O)c3ccccc3N3C(=O)CO[C@]213 (stereo partly drawn)
41: COc1ccc(S(=O)(=O)n2cc(C=O)c3ccccc32)c(OC)c1
42: COc1ccc(Oc2nc3n(c(=O)c2C#N)-c2ccccc2Sc2ccccc2-3)cc1
entry no.,37,38,39,40,41,42
PC-3,98,93,94,89,66,81
SF-295,113,150,98,104,100,113
SF-539,101,97,94,94,79,101
SF-268,130,112,90,98,74,97
HCC-2998,112,74,101,103,110,101
SNB-75,84,81,90,72,75,69
U251,114,103,93,93,53,101
SNB-19,96,105,79,96,85,85

43: Cc1ccc(-c2csc(NC(=O)N3CCN(c4cc5c(cc4F)c(=O)c(C(=O)O)cn5C4CC4)CC3)n2)cc1
44: Cc1ccc2nc(-c3ccc(C(=O)N/N=C/c4cc(O)c(O)c(O)c4)cc3)[nH]c2c1
45: CCCOc1ccc([N+](=O)[O-])cc1N
46: O=C1C=C(OCC=C(Br)Br)C(=O)c2ccccc21
47: CC(=O)c1cccc(Nc2ncnc3ccc(NC(=O)c4cccs4)cc23)c1
48: COc1ccc(CCc2ccc3ccccc3n2)cc1
entry no.,43,44,45,46,47,48
PC-3,7.4*,100,114,93,40,90
SF-295,4.9*,102,95,123,47,82
SF-539,27,92,99,102,92,103
SF-268,24,102,102,96,70,116
HCC-2998,33,72,103,94,108,91
SNB-75,31,93,87,85,69,98
U251,15,115,/,96,86,96
SNB-19,27,104,101,98,80,101

Rewritten with bars between the fields: entries from further up.
cpd | molecule | PC-3 | SF-295 | SF-539 | SF-268 | HCC-2998 | SNB-75 | U251 | SNB-19
36 | Cc1c(C(=O)Nc2ccc(C(=O)N3CCOCC3)cc2)nnn1-c1ccccc1 | 99 | 117 | 97 | 101 | 113 | 100 | 100 | 106
37 | O=C(CSc1nnc(/C=C\c2ccco2)c(=O)[nH]1)c1ccc(Cl)cc1 | 98 | 113 | 101 | 130 | 112 | 84 | 114 | 96
38 | N#C/C(=C(/O)CCCO)c1nc2ccccc2c(=O)[nH]1 | 93 | 150 | 97 | 112 | 74 | 81 | 103 | 105
39 | N#Cc1cn(Cc2ccc(Cl)cc2Cl)c(C(=O)c2ccccc2)c1N | 94 | 98 | 94 | 90 | 101 | 90 | 93 | 79
40 | CC1=CC2ON(C(=O)c3ccccc3)C1C1C(O)c3ccccc3N3C(=O)CO[C@]213 (stereo partly drawn) | 89 | 104 | 94 | 98 | 103 | 72 | 93 | 96
41 | COc1ccc(S(=O)(=O)n2cc(C=O)c3ccccc32)c(OC)c1 | 66 | 100 | 79 | 74 | 110 | 75 | 53 | 85
42 | COc1ccc(Oc2nc3n(c(=O)c2C#N)-c2ccccc2Sc2ccccc2-3)cc1 | 81 | 113 | 101 | 97 | 101 | 69 | 101 | 85
43 | Cc1ccc(-c2csc(NC(=O)N3CCN(c4cc5c(cc4F)c(=O)c(C(=O)O)cn5C4CC4)CC3)n2)cc1 | 7.4* | 4.9* | 27 | 24 | 33 | 31 | 15 | 27
44 | Cc1ccc2nc(-c3ccc(C(=O)N/N=C/c4cc(O)c(O)c(O)c4)cc3)[nH]c2c1 | 100 | 102 | 92 | 102 | 72 | 93 | 115 | 104
45 | CCCOc1ccc([N+](=O)[O-])cc1N | 114 | 95 | 99 | 102 | 103 | 87 | / | 101
46 | O=C1C=C(OCC=C(Br)Br)C(=O)c2ccccc21 | 93 | 123 | 102 | 96 | 94 | 85 | 96 | 98
47 | CC(=O)c1cccc(Nc2ncnc3ccc(NC(=O)c4cccs4)cc23)c1 | 40 | 47 | 92 | 70 | 108 | 69 | 86 | 80
48 | COc1ccc(CCc2ccc3ccccc3n2)cc1 | 90 | 82 | 103 | 116 | 91 | 98 | 96 | 101

(listing goes on)
49: Cc1cc(N(C)c2ccccc2)nc(N)n1
50: CCNC(=O)OCC
51: CC1=C(C/C=C(\C)CCC[C@H](C)CCC[C@H](C)CCCC(C)C)C(=O)c2ccccc2C1=O
52: NC(=O)c1ccc(C2C3=C(CCCC3=O)OC3=C2C(=O)c2ccccc2C3=O)cc1 (stereo not drawn)
53: N#C/C(C(=O)c1ccccc1)=C1/C(=O)Nc2ccc(Cl)cc21
54: COc1cccc(NC(=O)c2sc3nc4c(cc3c2N)CCCC4)c1C
entry no.,49,50,51,52,53,54
PC-3,89,94,98,12,92,86
SF-295,104,97,101,43,100,97
SF-539,103,106,96,0.5*,97,92
SF-268,103,108,108,9.5*,97,98
HCC-2998,90,99,108,78,105,108
SNB-75,91,95,95,-1.6*,67,103
U251,94,100,99,0.9*,101,86
SNB-19,102,103,101,50,97,94

55: O=c1sn(CCCl)c(=O)n1Cc1ccc(Cn2c(=O)sn(CCCl)c2=O)cc1
56: O=C(Cn1c(=O)[nH]c2ccccc2c1=O)NCC(=O)N/N=C/c1ccc([N+](=O)[O-])cc1
57: CC(C)(N)CCC(=O)O
58: CCC(NC(=O)[C@H](CNC(=O)OCc1ccccc1)CC(C)C)C(=O)C(=O)NCc1cc(OC)cc(OC)c1 (stereo partly drawn)
59: COc1ccc(S(=O)(=O)NCCCNc2nccc(-c3cn(-c4ccccc4)nc3-c3ccc(Cl)c(OC)c3)n2)cc1
60: COc1ccccc1C(O)c1ccccc1 (stereo not drawn)
entry no.,55,56,57,58,59,60
PC-3,86,99,84,76,/,96
SF-295,95,94,76,93,58,94
SF-539,97,94,115,98,77,103
SF-268,83,93,124,96,56,99
HCC-2998,109,103,95,96,103,102
SNB-75,90,80,81,104,68,107
U251,91,99,/,89,71,96
SNB-19,100,94,100,93,76,104

61: COC(=O)c1cc(NC(=O)Nc2cc(C(=O)OC)n(C)n2)nn1C
62: CCCC1=CC(=O)CCC1
63: COc1ccc(-c2sc3nc(-c4ccc(Cl)cc4)c(/C=C/c4ccc(F)cc4)n3c2-c2ccc(OC)cc2)cc1
64: CCOc1nc(-c2ccccc2)cc2c(O)c(C(=O)O)[nH]c(=O)c12
65: CNS(C)(=O)=O
66: O=C1/C(=C/c2cc(O)cc(O)c2)Oc2cc(O)ccc21
entry no.,61,62,63,64,65,66
PC-3,95,97,91,/,99,100
SF-295,108,121,100,104,106,104
SF-539,111,91,98,95,110,102
SF-268,129,104,110,99,100,96
HCC-2998,93,100,108,/,104,111
SNB-75,113,94,82,81,103,98
U251,101,94,97,104,96,98
SNB-19,109,109,110,94,109,101

67: CCN1C(=O)N(CC)C2C1NN=c1s/c(=C\c3ccccc3F)c(=O)n12 (stereo not drawn)
68: N#C/C(=C\c1c(F)cccc1Cl)C(=O)O
69: NNc1ccc(C(=O)O)cc1
70: Cc1ccc(-n2nnc3c(N)c(C#N)c(N)nc32)cc1
71: Oc1c(CN2CCCC2)cc(CSCc2ccccc2)c2cccnc12
72: Cc1nn(-c2ccccc2)c(Cl)c1/C=C1\SC(N2CCOCC2)=NC1=O
73: CC[C@@H](C)/C=C(C)/C=C/C(O)=C1\C(=O)N[C@@H](Cc2ccc(OC(=O)[C@@](OC)(c3ccccc3)C(F)(F)F)cc2)C1=O
entry no.,67,68,69,70,71,72,73
PC-3,25,97,104&98,91,21,97,37
SF-295,12,106,114&93,106,5.5*,92,74
SF-539,-18*,94,110&95,95,-26*,100,114
SF-268,45,103,106&101,93,12,97,62
HCC-2998,13,105,116&100,108,35,108,/
SNB-75,11,107,90&80,92,25,100,101
U251,1.7*,96,111&99,94,-1.5*,103,84
SNB-19,31,101,100&98,101,24,99,97

Screens (PubChem)
